# Screening results deposited in PubChem BioAssay by NCI.
# All columns: NCI-60 one-dose screen, growth in % after 48 h at 10 µM unless noted; 100 = growth as untreated, 0 = no growth, -100 = all killed.
# TK-10 = TK-10 renal cancer cells; 3.9% of 81,000 active; AID 1794769
# SF-295 = SF-295 CNS cancer cells; AID 1794758; 5.6% of 79,000 active
# 786-0 = 786-0 renal cancer cells | 5.1% of 81,000 active
# CAKI-1 = CAKI-1 renal cancer; AID 1794772; 4.7% of 75,000 active
# U251 = U251 CNS tumor cells. 5.4% of 80,000 active
# SF-268 = SF-268 CNS cancer cells | 3.1% of 82,000 active
# SN12C = SN12C renal cancer cells | 3.8% of 81,000 active
# UO-31 = UO-31 renal cancer; 5.2% of 81,000 active; AID 1794768
# * hit, by the source's call; . = not tested or not shown; & = joins results of further samples. Rule for the calls: active = growth percent below 10; inactive = the rest.
# The line under a structure holds: TK-10	SF-295	786-0	CAKI-1	U251	SF-268	SN12C	UO-31
COc1cc(/C=C2\CC/C(=C\c3ccc(OCCN4CCOCC4)c(OC)c3)C2=O)ccc1OCCN1CCOCC1
    125	114	102	.	95	113	94	.
O=S(=O)(O)c1cc(O)c2c(N=Cc3ccccc3O)c(S(=O)(=O)O)ccc2c1
    118	82	100	96	.	102	109	73
CC(C)c1ccc(C2=C/C(=C\c3ccc(Cl)cc3)C(=O)N2CCc2ccc(S(N)(=O)=O)cc2)cc1
    108	95	96	93	105	97	103	80
O=S(=O)(Nc1ccccc1)c1ccccc1
    99	99	98	91	86	112	.	84
CC(C)(C)c1ccc(S(=O)(=O)Oc2ccc(NC(=O)C3CCCCC3)cc2)cc1
    58	23	55	58	44	71	60	38
CC(=O)c1sc(N2N=C(C)CC2c2ccc(N(C)C)cc2)nc1C (stereo not given)
    90	93	79	58	93	95	108	63
Cc1ccc(-c2nc(N3CCN(CC(=O)Nc4ccc(Cl)c(C(F)(F)F)c4)CC3)c3ccccc3n2)cc1
    101	104	91	80	93	82	95	66
CC(=O)N[C@H](C(=O)N[C@H](Cc1ccccc1)C(=O)N[C@H](CS)C(=O)N[C@H](CCCNC(=N)N)C(=O)N[C@H](CCCNC(=N)N)C(=O)N[C@H](CCCNC(=N)N)C(=O)N[C@H](CCCNC(=N)N)C(=O)N[C@H](CCCNC(=N)N)C(=O)N[C@H](CCCNC(=N)N)C(=O)N[C@H](CCCNC(=N)N)C(=O)N[C@H](CCCNC(=N)N)C(N)=O)[C@@H](C)O
    99	115	.	91	116	105	112	102
COc1cc2c(c(OC)c1OC)C(=O)CC(c1cccc(NC(=O)c3cc(NC(=O)[C@H](CO)NC(=O)OC(C)(C)C)ccc3Cl)c1)O2 (stereo not given in full)
    79	37	43	31	25	45	27	49
NC(N)=Nc1ccc(N=C(N)N)cc1
    96	97	102	110	102	101	92	94
O=C(Nc1nc(-c2ccccc2Cl)cs1)c1cc(-c2ccccc2)nc2ccc(Cl)cc12
    88	81	89	81	63	45	38	52
Nc1ncncc1-c1ccc2ccccc2c1
    128	.	97	104	107	100	98	63
Cc1ccc(C2=N[C@@H](C(C)OCc3ccccc3)C(=O)c3c(nc4ccccn34)N2)cc1 (stereo not given in full)
    136	84	101	81	100	92	96	68
Cc1ccc(N(C(=O)CCc2c[nH]c3ccccc23)[C@H](C(=O)Nc2cccc([N+](=O)[O-])c2)c2ccc(N(C)C)cc2)cc1
    135	95	95	87	81	82	95	62
CN1CCN(C(=O)[C@]23CCC(C)(C)C[C@H]2C2=CC[C@@H]4[C@@]5(C)C/C(=C/c6ccncc6)C(=O)C(C)(C)[C@@H]5CC[C@@]4(C)[C@]2(C)CC3)CC1
    77	67	67	75	45	64	50	37
COc1cc(C)cc(C(O)Cc2cccc(-c3cccnc3)n2)c1 (stereo not given)
    107	104	99	93	99	108	103	90
O=C1c2ccccc2NC(c2cn(-c3ccccc3)nc2-c2cccnc2)N1Cc1ccccc1 (stereo not given)
    105	92	90	.	94	85	87	65
CN1CC(c2nc3ccccc3[nH]2)CC1=O (stereo not given)
    124	95	108	92	101	94	104	81
O=C(N/N=C/c1ccc(B(O)O)o1)c1[nH]c2ccc(Br)cc2c1-c1ccccc1
    65	-8.7*	42	30	10	51	31	42
Cc1csc(C)[n+]1CCc1ccccc1
    103	101	94	.	95	105	102	94

# Sorted by heavy-atom count (high to low): some entries from above.
# The line under a structure holds: TK-10	SF-295	786-0	CAKI-1	U251	SF-268	SN12C	UO-31
CN1CCN(C(=O)[C@]23CCC(C)(C)C[C@H]2C2=CC[C@@H]4[C@@]5(C)C/C(=C/c6ccncc6)C(=O)C(C)(C)[C@@H]5CC[C@@]4(C)[C@]2(C)CC3)CC1
    77	67	67	75	45	64	50	37
Cc1ccc(C2=N[C@@H](C(C)OCc3ccccc3)C(=O)c3c(nc4ccccn34)N2)cc1 (stereo not given in full)
    136	84	101	81	100	92	96	68
CC(C)(C)c1ccc(S(=O)(=O)Oc2ccc(NC(=O)C3CCCCC3)cc2)cc1
    58	23	55	58	44	71	60	38
CC(=O)c1sc(N2N=C(C)CC2c2ccc(N(C)C)cc2)nc1C (stereo not given)
    90	93	79	58	93	95	108	63
O=S(=O)(Nc1ccccc1)c1ccccc1
    99	99	98	91	86	112	.	84
NC(N)=Nc1ccc(N=C(N)N)cc1
    96	97	102	110	102	101	92	94

# Further entries.
# The line under a structure holds: TK-10	SF-295	786-0	CAKI-1	U251	SF-268	SN12C	UO-31
O=C(Nc1nc(-c2ccccn2)cs1)c1ccccc1Br
    92	.	94	73	86	94	83	80
C#C[C@]1(O)CC[C@H]2[C@@H]3CC=C4c5sc(Nc6nc(C)cc(OC)n6)nc5CC[C@]4(C)[C@H]3CC[C@@]21C
    121	-60*	-4.3*	19	34	36	73	-1.9*
CC(C)(C)c1ccc(S(=O)(=O)O)s1
    110	.	96	-3.3*	105	102	98	40
c1ccc(CCc2nc3ccccc3s2)cc1
    111	96	106	86	81	99	97	70
NCCCC[C@H](NC(=O)[C@@H]1CCCN1C(=O)Cc1cccc2ccccc12)C(=O)NCc1nc2ccccc2[nH]1
    102	98	99	101	102	101	98	88
Cc1c(C(=O)Nc2nc3ccccc3[nH]2)cnn1-c1ccccn1
    98	102	107	.	97	107	114	104
CC(=C(c1ccc(OCCN(C)C)cc1)c1ccc(OCCN(C)C)cc1)c1ccc(Cl)cc1
    -72*	-78*	-67*	-81*	-61*	-48*	-33*	-65*
O=C1OCC(CO)O1 (stereo not given)
    86	113	100	99	96	114	98	88
COC(=O)NNC(=O)OC
    100	99	99	96	103	106	101	81
Cc1ccc(Nc2ncnc3c2cnn3-c2cccc(Br)c2)cc1
    109	.	110	86	100	87	104	81
O=c1cc(Cn2cc(CSc3nc4ccccc4o3)nn2)c2c(ccc3ccccc32)o1
    116	103	102	82	105	90	97	67
ClC(Cl)c1nc(-c2cccs2)n2nc(-c3ccccc3)cc2n1
    -11*	-28*	40	-15*	-9.4*	6.4*	51	-54*
COC(=O)CN1C(=O)c2cc(-c3ccccc3)nc(C)c2C1=O
    97	97	105	95	105	101	102	90
CCO/C=C/C(=O)OCC
    104	117	107	98	118	119	100	84
CCCCOCCOC(=O)c1ccc(C)cc1
    101	105	99	98	99	103	107	103
O=C(CO)C(O)C(O)C(O)C(O)CO (stereo not given)
    102&106	102&105	105&105	101&102	95&96	104&102	97&100	97&98
CC(C)CNCC(=O)Nc1ccc(Cc2ccc(NC(=O)CNCC(C)C)cc2)cc1
    85	79	43	.	50	60	50	38
CSc1nc2n(c(=O)c1C#N)-c1ccccc1Sc1ccccc1-2
    118	78	107	83	96	111	96	58
Clc1ccc2c(NCCNc3nc(N4CCCC4)nc4ccccc34)ccnc2c1
    -47*	-73*	-77*	.	-44*	16	3.6*	-72*
NC(Cc1ccccc1[N+](=O)[O-])C(=O)O (stereo not given)
    89	112	100	89	85	93	103	82

# 2 compounds drawn at random from those above:
# The line under a structure holds: TK-10	SF-295	786-0	CAKI-1	U251	SF-268	SN12C	UO-31
NC(Cc1ccccc1[N+](=O)[O-])C(=O)O (stereo not given)
    89	112	100	89	85	93	103	82
c1ccc(CCc2nc3ccccc3s2)cc1
    111	96	106	86	81	99	97	70

# Carrying on:
# The line under a structure holds: TK-10	SF-295	786-0	CAKI-1	U251	SF-268	SN12C	UO-31
Cc1ccc(S(=O)(=O)Oc2ccc(NC(=O)C3CCCCC3)cc2)cc1
    100	96	87	91	69	90	103	91
c1ccc(N2CCN(c3ccccc3)C2=C2N(c3ccccc3)CCN2c2ccccc2)cc1
    128	91	104	98	97	105	114	92
COc1ccc(-c2nc(N/N=C/c3ccc(O)c(OC)c3)nc(N3CCOCC3)c2C#N)cc1
    125	99	71	100	108	103	101	71
C=C(C)[C@@H]1CC[C@]2(C(=O)NCCNCCN)CC[C@]3(C)[C@H](CC[C@@H]4[C@@]5(C)CC[C@H](O)C(C)(C)[C@@H]5CC[C@]43C)[C@@H]12
    147	102	101	54	99	92	92	80
C[C@]12C=CC(=O)C=C1CC[C@@H]1[C@@H]2[C@@H](O)C[C@@]2(C)[C@H]1CC[C@]2(O)C(=O)COC(=O)CCC(=O)O
    115	126	108	106	95	91	73	85
O=c1[nH]ncc2ccccc12
    115&100	104&101	103&106	96&94	112&103	91&108	98&91	84&97
CC1(C)CC(C(=O)O)C(=O)O1 (stereo not given)
    111	.	99	102	104	112	95	96
CS(=O)(=O)c1ccc(C(=O)N=Nc2c(O)[nH]c3ccccc23)cc1
    107	100	97	99	98	96	110	102
CC1=C2[C@@H](CC1)[C@]1(C)O[C@@](C(C)C)(C[C@H]1OC(=O)CO)[C@H]2OC(=O)CCCc1ccccc1
    88	78	79	60	74	73	55	40
C=C(C)C(=O)NCNC(=O)C(=C)C
    108	101	100	106	104	.	101	96
CC(=O)c1nn(-c2ccc(Cl)cc2)/c(=N\N=C\c2coc3ccccc3c2=O)s1
    116	100	100	89	98	87	99	70
Cn1c(=O)c2c(nc(C3CCCCC3)n2C)n(C)c1=O
    100	98	115	98	97	105	.	105
CSc1nn2c(=O)c3c4c(sc3nc2n1-c1ccc(C)cc1)CN(C)CC4
    92	100	88	91	98	105	100	92
COc1ccccc1/C=C1\Oc2cc3occc3c(OC)c2C1=O
    88	99	95	98	92	94	102	96
COc1ccc(-c2cc(-c3cccnc3)nc(SCC(=O)c3ccc(Cl)cc3)c2C#N)cc1OC
    98	101	86	71	88	83	88	52
COC12C=C/C(=C(/C(=O)OCc3ccncc3)C(=O)CCCCCCCCC3(OC)C=C/C(=C(/C(=O)OCc4ccncc4)C(=O)CCCCCCCC1)O3)O2
    -45*	-24*	-51*	-49*	-50*	-28*	-31*	-71*
CC(C)(C)C(=O)Cc1ccncc1
    89	95	99	92	.	102	101	86
COC(=O)C1CC(c2ccccc2)N(c2ccccc2)O1 (stereo not given)
    104	98	101	94	96	103	90	90
Clc1ccc(Nc2ccnc3cc(Cl)ccc23)cc1
    95	86	92	94	94	91	81	66
CCN(CC)c1ccc(N=C2C=CC(=O)C=C2NC(C)=O)cc1
    96	115	111	105	88	94	97	71
COc1cc(OC)cc(C(=O)C[n+]2ccc(/C=C/c3ccncc3)cc2)c1
    89	100	.	95	102	95	93	90
Brc1ccccc1/C=N/Nc1nc(N/N=C/c2ccccc2Br)nc(N2CCOCC2)n1
    99	86	61	109	96	102	99	79
O=C1OC(c2ccccc2)(c2ccccc2)c2ccsc21
    101	97	103	101	102	97	99	89
CCOc1cccc(/C(N)=N/C(N)=N/c2nc(C)cs2)c1
    160	112	104	93	102	104	121	93
OC1(C2(O)c3ccccc3Oc3ccccc32)c2ccccc2Oc2ccccc21
    96	101	96	94	84	98	100	85
COc1ccc(/C=C2/NC(=S)N(c3ccccc3)C2=O)cc1
    117	96	100	90	93	100	97	75
CCN(CC)CCSc1nc2ccccc2n1C
    166	102	57	82	97	106	103	79
C=C(C)[C@@H]1CC[C@]2(C(=O)O)CC[C@]3(C)[C@H](CC[C@@H]4[C@@]5(C)C/C(=C/c6ccccn6)C(=O)C(C)(C)[C@@H]5CC[C@]43C)[C@@H]12
    61	34	51	27	28	52	41	36
CC1Cc2cc(Br)ccc2-n2cccc21 (stereo not given)
    119	105	110	104	100	124	100	108
Cc1nc2ncccc2nc1Nc1ccc(S(=O)(=O)Nc2ncccn2)cc1
    107	105	95	87	91	109	.	71
CCCCC/C(=N\O)C(C)=O
    94	107	113	94	93	100	90	88
O=C(CN1CCN(c2cc(=O)[nH]c3ccc(F)cc23)CC1)N(c1ccccc1)c1ccccc1
    99	107	96	95	107	100	97	90
COc1ccc(-c2cc(-c3cccs3)n(Cc3ccccc3)c(=O)c2C#N)cc1
    135	106	83	118	112	103	95	77
COc1ccc(NC(=O)C(=O)c2c[nH]c3ccccc23)cc1
    104	58	92	57	63	64	73	69
CC1=C(C(=O)OC(C)C)C(c2cccc(C#N)c2)C(C(=O)OC(C)C)=C(C)N1
    108	104	83	81	92	90	90	93
Nc1ncc(-c2ccc(NS(=O)(=O)c3ccc(Cl)cc3)cc2)[nH]1
    83	87	97	79	90	91	69	61
Brc1cc(-c2cc(-c3ccc4c(c3)OCCO4)[nH]n2)cs1
    138	42	79	34	40	63	65	55
O=C1c2ccccc2C(=O)N1c1ncn[nH]1
    110	141	104	.	104	91	104	97
COc1cc(-c2nnc(CNc3ccc(F)c(Cl)c3)o2)ccc1O
    121	108	105	89	106	99	103	84
CC1=CC(=O)Nc2cncnc2N1
    103	108	99	105	109	119	102	77
CC(=O)c1cc(C(=O)c2ccccc2)n2cc(C)cc(C)c12
    106	94	97	81	96	99	102	76
O=c1[nH]cc(CCc2ccccc2)c(=O)[nH]1
    117	87	101	97	101	112	112	83
CC(=O)NC1c2ccccc2Oc2ccccc21
    87	95	89	96	98	100	.	89
O=C(c1ccccc1)C1(c2ccccc2)OC1c1ccccc1 (stereo not given)
    105	99	103	92	100	90	99	62
CC(N1CCN(C)CC1)C(O)(c1ccccc1)c1ccccc1 (stereo not given)
    97	101	103	100	98	95	.	92
N#Cc1nc(-c2ccc(F)cc2)oc1S(=O)(=O)N1CCCCC1
    -70*	104	86	91	91	106	80	85
C=C1C(=O)O[C@H]2[C@H]1CC/C(COC(=O)NCc1cc(OC)c(OC)c(OC)c1)=C\CC[C@@]1(C)O[C@@H]21
    52	99	40	54	81	69	48	71
CN1CCc2c(Sc3ccc(C(=O)NO)cc3)c3ccccc3n2C1
    .	41	75	79	24	36	59	63
CN(C)c1ccnc(SCc2ccc(Cl)cc2Cl)n1
    83	94	94	92	81	111	88	94
CCOC(=O)C1(COCc2ccccc2)CCCCC1=O (stereo not given)
    106	100	96	90	97	108	112	94

# Copied from the list:
# CC(=O)NC1c2ccccc2Oc2ccccc21 – UO-31 = 89
# O=c1[nH]cc(CCc2ccccc2)c(=O)[nH]1 – 786-0 = 101
